TEAD-YAP block: TEAD-YAP interaction inhibition, primary screen, TEAD-YAP interaction inhibitor project, luminescence, HEK-TIYL cells; TEAD-Gal4/YAP UAS-luciferase luminescence; inhibition, % at 9.12 µM; hit rate 1.4% among 640,000; in the data active = inhibition above about 32%;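 note: 0% = median of test compound wells and 100% = reference inhibitor wells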
GPR151 ag: activators of human GPR151, primary screen, cell-based, PathHunter beta-arrestin, luminescence; G-protein coupled receptor 151 (Homo sapiens), Q8TDV0; PathHunter beta-arrestin GPR151 cells; activation, % at 11.2 µM; hit rate 1% among 650,000; AID 1508602, 2020; in the data active = activation above about 4.9%;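 note: 0% = median of compound wells and 100% = cells with positive control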
Target sequence (Q8TDV0 whole entry, looked up): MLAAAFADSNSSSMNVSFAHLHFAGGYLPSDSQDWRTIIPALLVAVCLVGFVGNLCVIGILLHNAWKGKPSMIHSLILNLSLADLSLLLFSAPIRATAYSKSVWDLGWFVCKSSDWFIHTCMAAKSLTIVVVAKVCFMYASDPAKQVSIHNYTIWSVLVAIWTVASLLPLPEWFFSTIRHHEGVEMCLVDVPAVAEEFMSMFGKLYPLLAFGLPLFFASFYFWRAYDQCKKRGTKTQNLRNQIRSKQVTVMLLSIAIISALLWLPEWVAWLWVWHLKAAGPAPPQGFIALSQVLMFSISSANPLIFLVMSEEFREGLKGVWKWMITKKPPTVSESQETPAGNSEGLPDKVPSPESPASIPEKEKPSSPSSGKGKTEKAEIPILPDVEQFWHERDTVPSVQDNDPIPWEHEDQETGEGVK
MITF inh: MITF inhibitors, primary screen, biochemical, AlphaScreen, human | AlphaScreen MITF homodimerization, bead proximity signal | inhibition, % at 2.6 µM | hit rate 0.91% among 650,000; in the data active = inhibition above about 50%;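 note: 0% = vehicle wells with protein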
Target sequence (O75030 whole entry, looked up): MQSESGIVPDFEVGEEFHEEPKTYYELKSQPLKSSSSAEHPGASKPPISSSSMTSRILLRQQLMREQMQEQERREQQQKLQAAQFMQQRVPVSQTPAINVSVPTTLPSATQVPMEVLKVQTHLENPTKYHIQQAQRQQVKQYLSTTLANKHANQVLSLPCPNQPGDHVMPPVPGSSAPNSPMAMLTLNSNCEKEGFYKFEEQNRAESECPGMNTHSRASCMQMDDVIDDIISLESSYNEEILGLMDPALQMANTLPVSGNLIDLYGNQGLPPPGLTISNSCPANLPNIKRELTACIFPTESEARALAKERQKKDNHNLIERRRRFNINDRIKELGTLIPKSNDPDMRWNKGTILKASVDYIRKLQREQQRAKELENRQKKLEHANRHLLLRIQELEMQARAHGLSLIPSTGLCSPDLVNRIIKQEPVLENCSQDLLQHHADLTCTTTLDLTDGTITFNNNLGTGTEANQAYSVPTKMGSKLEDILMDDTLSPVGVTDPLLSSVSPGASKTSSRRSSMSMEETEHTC
FBW7 activator: FBW7 E3 ligase activators, primary screen, biochemical, AlphaScreen, human. F-box/WD repeat-containing protein 7 (Homo sapiens), Q969H0. AlphaScreen FBW7–phospho-cyclin E peptide binding, activator screen. normalized activity (activation), % at 26.1 µM. hit rate 0.13% among 650,000. AID 1259310, 2017; in the data active = normalized activity above about 1.9%;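 note: purified mutant Fbw7 with reduced substrate affinity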
Active calls of the source: *.

#	SMILES	TEAD-YAP block	GPR151 ag	MITF inh	FBW7 activator
1	COCCCNC(=O)CSc1nc2ccccc2c(=O)n1C1CCCC1	-8.9	-2.2	-6.4	0.0
2	Cc1ccccc1OC(C)C(=O)Nc1ccccc1F (stereo unspecified)	0.2	-1.3	-5.4	0.0
3	CC(NC(=O)C1CC1)c1ccc(Br)cc1 (stereo unspecified)	-6.1	1.4	5.1	0.0
4	COc1ccc(Cl)cc1NC(=O)CC1C(=O)NCCN1C(=S)Nc1ccccc1 (stereo unspecified)	2.5	-0.8	-2.2	-0.2
5	COc1cc(C(C)=O)ccc1COc1ccc(C(N)=O)cc1OC	4.8	0.1	-1.2	-0.1
6	O=C(CNC(=O)c1ccco1)NCC(=O)OCc1ccccc1Br	4.4	-0.1	-13.1	-0.1
7	CC(=O)Cn1c(=O)c2c(nc3n2CCN3c2ccc(C)cc2)n(C)c1=O	-6.5	0.7	-3.3	-0.2
8	CCc1ccc(/C=C2/Sc3ccccc3N(CC(=O)NCC3CCCO3)C2=O)cc1 (stereo unspecified)	0.9	0.7	3.9	-0.1
9	COc1ccc2c(C)nc(Nc3nc(-c4ccccc4)cc(=O)[nH]3)nc2c1	4.5	1.0	9.1	0.2
10	O=C(Nc1ccc2oc(-c3ccccc3Br)nc2c1)c1ccc(-c2ccccc2)cc1	-0.7	1.7	-7.0	0.0
11	CSCCC(N=C1NS(=O)(=O)c2ccccc21)C(=O)O (stereo unspecified)	0.1	0.2	4.0	-0.1
12	CNC(=O)c1cnn(-c2nccc(-c3ccc4c(c3)OCO4)n2)c1C1CC1	-4.6	-1.5	4.3	0.3
13	CC(/C=C/c1ccco1)=N\NC(=O)COc1ccccc1Cl	-10.0	2.3	-7.5	-0.1
14	CCOC(=O)C1CCN(C(=O)C2CCCCC2)CC1	7.7	-0.6	11.0	0.2
15	COC(=O)c1c(S(=O)(=O)NCc2ccccc2F)sc2c1CCN(CC1CC1)C2	4.3	0.5	-9.7	-0.1
16	CC(=O)c1ccc(-n2nnnc2SCC(=O)NCc2ccc3c(c2)OCO3)cc1	13.1	-0.9	14.1	0.0
17	N#Cc1ccc(NC(=O)COC(=O)c2c3c(nc4ccccc24)CCC3)cc1	16.5	-0.3	13.4	0.0
18	O=C1N(Cc2cccnc2)C[C@@H]2C[C@@H](c3cc4ccccc4s3)N3CCC[C@@]123	8.0	-0.6	2.5	-0.1
19	Cc1nc(CCNC(=O)CC2C(=O)NCCN2Cc2ccccc2)nc2c1CCC2 (stereo unspecified)	5.0	0.6	7.3	0.0
20	Nc1nn2c(=O)c3ccccc3nc2s1	-19.2	0.6	5.3	0.0
21	COc1ccc(-n2nc(C(=O)NCC(=O)Nc3ccc(OC)c(Cl)c3)c3ccccc3c2=O)cc1	-1.0	1.2	8.0	0.1
22	CN(C)CCC(O)c1ccc(S(C)(=O)=O)cc1 (stereo unspecified)	6.8	0.0	8.8	0.3
23	O=C(CN1CCCN(Cc2ccc(F)cc2Cl)C1=O)NC1CCCCC1	4.0	0.9	0.9	-0.2
24	COc1ccc(C2=NN(c3nc(-c4ccccc4)cs3)C(c3ccc(Cl)cc3Cl)C2)cc1F (stereo unspecified)	5.3	0.8	13.4	0.3
25	CC12CC(NC(=O)N1c1ccc(C(=O)NCc3cccnc3)cc1)c1ccccc1O2 (stereo unspecified)	7.6	-1.1	3.4	-0.2
26	COc1cccc(-c2cn3c4c(=O)n(C)c(=O)n(C)c4nc3n2-c2ccccc2)c1	-3.9	-1.2	21.5	0.4
27	O=C(Nc1nc(-c2ccc3ccccc3c2)cs1)c1ccccc1Br	-28.8	1.1	-2.9	-0.1
28	COc1ccc(N(C)C(=O)C2CCN(S(=O)(=O)c3cccc4nsnc34)CC2)cc1	1.9	0.4	-2.9	0.1
29	O=C(Nc1nc(-c2ccccn2)cs1)c1ncoc1-c1cccc(Cl)c1	-2.7	-0.4	4.1	-0.2
30	CN1CCN(c2cc(=O)n(C3CCCCC3)c(=O)[nH]2)CC1	0.8	-0.8	17.3	-0.3
31	COc1ccc(C)cc1NC(=O)c1noc2c1COc1ccccc1-2	7.5	2.0	12.4	0.3
32	Cc1cccc(-c2nc(CSCC(=O)NCCCN3CCCC3)c(C)o2)c1	-6.6	-0.7	-13.2	-0.1
33	CCOc1ccc(NS(=O)(=O)c2ccc3[nH]c(=O)cc(C(=O)O)c3c2)cc1	-9.7	-0.7	23.8	0.2
34	CCc1cccc(CC)c1NC(=O)CSc1nc2ccc(NC(=O)c3ccccc3Br)cc2s1	1.1	0.7	-2.3	0.0
35	CCN1C(=O)CC(C(=O)Nc2ccc(F)cc2)SC1=Nc1cccc(OC)c1 (stereo unspecified)	5.5	0.9	-4.5	-0.1
36	O=C(c1cc(CCc2ccccc2)no1)N1CCN(C(=O)c2cccs2)CC1	-39.4	3.5	-4.8	0.2
37	Cc1ccc(-c2nc(S(=O)(=O)c3ccccc3)c(NCc3ccco3)o2)cc1	-8.1	-1.5	4.7	0.0
38	Cn1c(-c2ccccc2)c(C(=O)CC#N)c2ccccc21	-4.3	2.9	-10.0	0.0
39	COc1ccccc1-n1c(=O)c2c3c(sc2n2cnnc12)CCC3	0.6	-0.3	-9.0	-0.1
40	CCOc1ccc(C(=O)Nc2ccccc2C(F)(F)F)cc1Cl	-55.7	-0.7	-7.8	-0.1
41	CCOc1ccc(-c2nnc(-c3ccncc3)o2)cc1OCC	-8.6	0.9	2.3	-0.1
42	CCC(=O)Nc1ccc2c(c1)ncn2-c1ccccc1	-61.0	-1.4	4.8	1.1
43	O=C(CC1CCCCN1S(=O)(=O)c1ccc(F)cc1)NCc1ccc(F)cc1 (stereo unspecified)	-4.6	3.1	-4.1	0.1
44	COCC(=O)NCc1cc(NS(=O)(=O)c2cccc3cccnc23)cc(C(=O)OC)c1	-12.5	0.7	-4.2	-0.1
45	CCC(C)NCCOCCOc1ccc2ccccc2c1 (stereo unspecified)	1.0	-0.1	26.5	0.0
46	CCOC(=O)/C=C1\NC(C)(C)CC12C=CC(=O)C(C)=C2 (stereo unspecified)	-0.8	0.6	2.1	-0.1
47	O=C1CCCN1CCCNc1nc(Nc2ccc(N3CCOCC3)cc2)c2ncn(C3CCCCC3)c2n1	-6.2	2.4	0.9	-0.1
48	COc1ccc(-c2nc(Nc3c(C)n[nH]c3C)sc2C)cc1	0.4	0.2	6.2	-0.1
49	COc1cccc(-c2csc(NNC(=O)c3cccs3)n2)c1	-10.2	-1.7	10.3	0.0
50	CC(=O)c1cccc(NC(=O)c2cc3c(=O)n4ccccc4nc3n2C)c1	-9.4	0.3	-3.6	-0.1
51	CC1=C(C(=O)OCC(C)C)C(c2ccc(C)cc2)NC(=O)N1 (stereo unspecified)	-0.8	0.4	31.1	0.7
52	Cc1ccc(S(=O)(=O)N2CCN(c3ccc(-c4cccs4)nn3)CC2)c(C)c1	4.0	-0.4	-1.1	-0.2
53	CCOc1ccc(C(=O)NCCn2cc(SC(=N)N)c3ccccc32)cc1	10.3	5.0*	1.2	-0.1
54	O=C(NCCCn1cccn1)c1cccc(OC2CCN(C3CCCC3)CC2)c1	-0.8	1.4	12.0	0.0
55	O=C(Nc1cc(Oc2ccc(F)cc2)cc([N+](=O)[O-])c1)c1nn2c(C(F)(F)F)c3c(nc2c1Cl)-c1ccccc1CC3	3.5	0.1	0.9	0.1
56	Cc1ccc(/C(N)=N/OC(=O)Cc2ccc(Cl)cc2)cc1	-9.2	-1.2	24.8	1.0
57	CCCCCCNC(=O)c1c(O)c2cccc3c2n(c1=O)CCC3	-5.1	-0.7	1.7	0.1
58	CN(/N=C/c1cccc(O)c1O)C1=NS(=O)(=O)c2ccccc21	-11.0	-0.4	13.6	0.0
59	CCOC(=O)C1=C(C)N(C)C(=O)NC1c1cccc(OC2CCCC2)c1 (stereo unspecified)	-2.0	0.2	-7.0	0.1
60	CC(C)CN1CCN(Cc2cc3ccccc3[nH]c2=O)CCC1=O	15.9	1.6	5.9	0.1

Another view of part of the listing above:
58: CN(/N=C/c1cccc(O)c1O)C1=NS(=O)(=O)c2ccccc21
59: CCOC(=O)C1=C(C)N(C)C(=O)NC1c1cccc(OC2CCCC2)c1 (stereo unspecified)
Screen / compound no.,58,59
TEAD-YAP block,-11.0,-2.0
GPR151 ag,-0.4,0.2
MITF inh,13.6,-7.0
FBW7 activator,0.0,0.1

(more compounds)
#	SMILES	TEAD-YAP block	GPR151 ag	MITF inh	FBW7 activator
61	CCC(=O)Nc1cccc(-c2nc3ccccc3[nH]2)c1C	-28.9	-1.3	-4.1	-0.1
62	Cc1sc2nc(C)n3c(=O)n(Cc4cscn4)nc3c2c1C	-4.8	-0.8	-7.7	0.2
63	Cn1cccc1CC(=O)NNC(=O)CCCOc1cccc(Br)c1	7.8	-1.2	2.1	0.0
64	O=C(OCc1cc(=O)oc2cc3c(cc12)CCC3)c1ccccc1NCCO	-14.4	0.4	-2.8	0.0
65	O=C(CSc1nnc(Cc2cc(=O)[nH]c(=O)[nH]2)n1-c1ccc(F)cc1)N1CCCCC1	-3.1	0.7	-4.2	0.3
66	Cc1ccc(C(=O)N2CC(=O)Nc3ccc(F)cc3C2c2ccccc2)cc1[N+](=O)[O-] (stereo unspecified)	0.4	-1.3	14.9	0.0
67	COc1ccc(C(=O)CCN2CCCCC2)cc1	1.5	-0.3	-5.7	-0.1
68	CCN(CC)c1nc(N)nc(Nc2nccc3ccccc23)n1	-1.3	-0.1	5.8	0.6
69	CN(C)CCCOc1ccc(-c2ccccc2F)cn1	-30.6	-0.1	-1.4	-0.2
70	COc1ccc(CC(=O)Nc2cc3oc4ccccc4c3cc2OC)cc1	-48.6	-0.8	-5.7	0.0
71	Cc1nc(N2CCOCC2)c2c(C)c(C(=O)Nc3ccccc3Cl)sc2n1	-2.9	0.6	-12.5	-0.2
72	CC(C)c1ccccc1NC(=O)C(C(F)(F)F)C(F)(F)F	5.9	-1.6	6.7	0.2
73	O=C(/C=C/c1cccs1)NCC1(c2cccs2)CCCC1	4.4	1.3	11.1	0.2
74	CC(C)COC(=O)Nc1ccccc1	-26.8	-2.1	-19.7	0.0
75	CC1CCCCC1NC(=O)COC(=O)c1ccccc1Br (stereo unspecified)	3.2	-0.2	-5.6	-0.1
76	CCCCCc1ccc(-c2ccc(-c3nc(-c4ccncc4)no3)cc2)cc1	-17.3	0.9	-2.3	0.2
77	O=C1/C(=C/c2ccccn2)SC(=S)N1c1cccc(O)c1	-7.9	0.7	12.4	-0.8
78	O=C(NCCN1CCOC(c2ccccc2)C1)c1ccccc1Cl (stereo unspecified)	-7.8	0.0	1.6	0.1
79	COC(=O)c1cc(OC)c(OC)cc1NC(=O)c1ccccc1Cl	-7.0	0.7	0.5	-0.2
80	Cc1ccc(N=C2NC(=O)/C(=C\c3ccc(-c4cccc([N+](=O)[O-])c4)o3)S2)c(C)c1	0.4	2.3	-6.3	-0.1

From no. 61 as far as 62, as listed above:
#	SMILES	TEAD-YAP block	GPR151 ag	MITF inh	FBW7 activator
61	CCC(=O)Nc1cccc(-c2nc3ccccc3[nH]2)c1C	-28.9	-1.3	-4.1	-0.1
62	Cc1sc2nc(C)n3c(=O)n(Cc4cscn4)nc3c2c1C	-4.8	-0.8	-7.7	0.2

The results go on:
#	SMILES	TEAD-YAP block	GPR151 ag	MITF inh	FBW7 activator
81	CC(=O)Nc1cn(C(C)=O)nc1C(=O)O	2.3	1.7	5.3	0.3
82	O=C(CNC(=S)N(Cc1cccs1)C1CCCCC1)NCCC1=CCCCC1	-2.0	2.8	12.8	0.0
83	c1ccc(OCCNc2nc(N3CCOCC3)nc3c2ncn3-c2ccsc2)cc1	9.8	-1.0	12.4	-0.5
84	O=C(COC(=O)c1ccc(F)cc1F)c1ccc(F)cc1	-11.1	-0.9	7.6	0.3
85	O=C(Nc1cc(C(=O)N2CCN(Cc3ccccc3)CC2)ccc1N1CC2CC(C1)c1cccc(=O)n1C2)c1c(F)cccc1F (stereo unspecified)	-18.4	-0.6	8.4	0.2
86	COC(=O)c1cccc(N(C)c2nc(C)cc(C)n2)c1	-6.5	0.1	4.8	0.1
87	Cc1cccc(NS(=O)(=O)c2cc(C(=O)O)c(Cl)cc2Cl)c1	3.3	-0.5	-11.0	0.1
88	Cc1nc(C)c(-c2ccc(SCc3ccc(Br)cc3)nn2)s1	11.2	-0.6	10.0	0.1
89	C/C=C(\C)CN1CCC(C2(C)NC(=O)N(Cc3ccsc3)C2=O)CC1 (stereo unspecified)	2.1	1.5	9.7	0.4
90	COc1ccc(NC(=O)C(C(C)C)N2C(=O)c3ccccc3C2=O)c(OC)c1 (stereo unspecified)	-0.9	1.0	-3.6	0.2
91	Cc1cccc(Nc2ccc3c(cnn3-c3cccc(C(=O)NCCN4CCOCC4)c3)c2)c1	-1.9	-0.4	10.1	0.4
92	O=[N+]([O-])c1ccc(-c2nc3ccccc3[nH]2)cc1	-41.9	-9.2	-1.5	0.0

Four of the compounds above, in transposed form:
82. O=C(CNC(=S)N(Cc1cccs1)C1CCCCC1)NCCC1=CCCCC1
83. c1ccc(OCCNc2nc(N3CCOCC3)nc3c2ncn3-c2ccsc2)cc1
84. O=C(COC(=O)c1ccc(F)cc1F)c1ccc(F)cc1
85. O=C(Nc1cc(C(=O)N2CCN(Cc3ccccc3)CC2)ccc1N1CC2CC(C1)c1cccc(=O)n1C2)c1c(F)cccc1F (stereo unspecified)
Compound | 82 | 83 | 84 | 85
TEAD-YAP block | -2.0 | 9.8 | -11.1 | -18.4
GPR151 ag | 2.8 | -1.0 | -0.9 | -0.6
MITF inh | 12.8 | 12.4 | 7.6 | 8.4
FBW7 activator | 0.0 | -0.5 | 0.3 | 0.2

Bioassay records from PubChem BioAssay.
